# From PubChem BioAssay
# TbHK1 inh – blocks Trypanosoma brucei hexokinase 1 activity | recombinant TbHK1, G6PDH-coupled NADH A340 | inhibition, % at 10 µM | actives 0.11% (n = 220,000) | AID 1430;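 active means inhibition of 50% or more in the single-dose primary screen; inactive means inhibition below 50%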
# FXIa inh 1536 – blocks human coagulation factor XIa protease activity. purified FXIa, Boc-Glu-Ala-Arg-AMC fluorogenic substrate. actives 0.14% (n = 220,000). inhibition, % at 5 µM. AID 798;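 active means inhibition of at least 40%; inactive means inhibition below 40%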;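 further: fluorescence of freed AMC excited at 355 nm; 0% = enzyme without compound and 100% = no enzyme blank; many of its hits are not listed in these tables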
# CHOP inhibitor – inhibitors of CHOP induction in ER stress response; actives 3.8% (n = 220,000); AID 2732; inhibition, % at 10 µM; CHO-K1 CHOP-promoter luciferase, tunicamycin-induced, 15-18 h;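 active means compounds that reduced the stress-induced luciferase reporter signal by more than about 70% of percent inhibition, limit read from the data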;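 further: 0% = tunicamycin plus vehicle and 100% = wells without tunicamycin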
# EP2 antag – inhibitors of human EP2 prostaglandin E2 receptor | P43116 | C6 glioma cells expressing human EP2, cAMP TR-FRET; cells stimulated with saturating PGE2 | inhibition, % at 25 µM | actives 0.52% (n = 260,000);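 active means percent inhibition above 40 after rounding to a whole number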;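 further: rat C6 glioma host cells with rolipram phosphodiesterase inhibitor present; the protocol text gives 20 µM as final concentration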
# Target sequence (P43116 whole entry, looked up): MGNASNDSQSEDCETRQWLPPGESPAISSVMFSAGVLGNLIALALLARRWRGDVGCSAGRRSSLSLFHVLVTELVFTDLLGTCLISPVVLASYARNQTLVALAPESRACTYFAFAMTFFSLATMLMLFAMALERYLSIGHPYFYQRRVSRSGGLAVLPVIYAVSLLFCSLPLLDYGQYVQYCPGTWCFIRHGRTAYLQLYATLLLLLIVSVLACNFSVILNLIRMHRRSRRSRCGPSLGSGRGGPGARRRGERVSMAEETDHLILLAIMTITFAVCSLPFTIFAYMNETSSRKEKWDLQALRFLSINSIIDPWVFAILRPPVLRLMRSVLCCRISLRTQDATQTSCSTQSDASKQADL
# TNF death inh – blocks TNF-alpha induced death of Jurkat FADD-/- cells. AID 463075. actives 0.068% (n = 220,000). Jurkat FADD-/- TNF necroptosis rescue, ATP luminescence, 24 h; 0 = TNF only, 100 = no-TNF cells. activation (protection from cell death), % at 10 µM;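 active means activation, meaning protection from cell death, of at least 50% relative to plate controls; inactive means activation below 50%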;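 further: necroptosis triggered by 40 ng/mL TNF-alpha added together with compound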
# L929 necroptosis – blocks zVAD induced death of L929 cells. actives 0.38% (n = 220,000). L929 zVAD necroptosis rescue, ATP luminescence, 24 h; with zVAD 60 µM. viability rescue, % at 10 µM;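 active means activation, scaled between plate controls, above about 75%, limit read from the data; inactive means activation under that limit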;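 further: 0% = zVAD with DMSO and 100% = DMSO alone without zVAD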
# FXIIa inh 1536 – inhibitors of human coagulation factor XIIa | purified FXIIa, Boc-QGR-AMC fluorogenic substrate, 2 h | inhibition, % at 5 µM | actives 0.3% (n = 220,000); in the data active means inhibition above about 40%;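 further: 0% = enzyme with no compound and 100% = blank without enzyme; many of its hits are not listed in these tables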
# Target sequence (P00748 20-372 limits assumed): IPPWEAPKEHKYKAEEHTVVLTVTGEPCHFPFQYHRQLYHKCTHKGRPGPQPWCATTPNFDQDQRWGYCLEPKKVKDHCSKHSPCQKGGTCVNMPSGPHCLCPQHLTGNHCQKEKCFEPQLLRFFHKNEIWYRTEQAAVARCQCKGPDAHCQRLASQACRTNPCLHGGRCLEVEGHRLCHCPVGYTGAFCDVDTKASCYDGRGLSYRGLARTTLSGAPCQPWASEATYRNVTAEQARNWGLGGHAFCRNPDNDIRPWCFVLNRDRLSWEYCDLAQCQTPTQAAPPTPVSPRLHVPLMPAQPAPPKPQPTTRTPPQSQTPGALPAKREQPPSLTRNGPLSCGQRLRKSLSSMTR
# Target sequence (P00748 373-615 limits assumed): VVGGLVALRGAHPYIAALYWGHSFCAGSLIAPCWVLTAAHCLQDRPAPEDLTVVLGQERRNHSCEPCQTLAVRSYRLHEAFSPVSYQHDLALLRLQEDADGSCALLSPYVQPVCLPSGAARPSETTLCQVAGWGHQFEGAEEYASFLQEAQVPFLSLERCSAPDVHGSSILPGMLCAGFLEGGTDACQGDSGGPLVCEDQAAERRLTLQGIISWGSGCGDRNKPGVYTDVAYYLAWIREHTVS
# Wee1 degr inh – blocks degradation of human Wee1 kinase; HeLa Luc-Wee1K328M stability, luciferase luminescence; 100% = proteasome inhibitor MG132 effect; actives 1.2% (n = 220,000); reporter increase, % at 5 µM;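 active means activation above the mean of all tested compounds plus 3 SD, set per screening run, cut at about 8.8% in these data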;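 further: cells exposed to compound for 20 h before luminescence read; 0% = DMSO alone and 100% = MG132 at 30 µM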
# PPC-1+TRAIL kill – kills PPC-1 cancer cells in the presence of TRAIL | AID 1443 | actives 0.41% (n = 220,000) | cell killing (% activity), % at 4 µM | PPC-1 cells + TRAIL, ATPLite viability luminescence;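 active means cell killing above 50% in the first pass at 4 µM, then a duplicate retest at 5 µM averaging 50% or more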;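 further: plate controls were cells with TRAIL plus DMSO for no effect and medium-only wells lacking cells for full effect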
# The depositor's hits bear a star; . = no result given; & = joins results of further samples; [ ] = dose if it differs, or a comment. These rows are one share of the data (hit frequency here may not be typical).
SMILES	TbHK1 inh	FXIa inh 1536	CHOP inhibitor	EP2 antag	TNF death inh	L929 necroptosis	FXIIa inh 1536	Wee1 degr inh	PPC-1+TRAIL kill
O=c1[nH]c2ccc(Br)cc2c(-c2ccccc2)c1CN1CCOCC1	-20	-2	27	12	-1.3	-0.4	9	1	13
Cc1cccnc1NC1CCCCC1	8	4	10	6	1.3	0.8	10	2	12
CCCC(=O)Nc1cccc(NC(=O)CN2CCN(c3ccccc3OC)CC2)c1	1	5	34	3&13	0.2	4.5	20	0	6
C=CCOc1ccc(C(=O)Nc2ccc(OCC)cc2)cc1	-4	-10	57	3	-1.4	9.2	6	-2	-1
O=C(c1cccc(N2C(=O)C3CC=CCC3C2=O)c1)N1CCN(c2ccccc2)CC1 (stereo not given)	-1	-6	-14	.	-1.0	-0.1	2	5	.
Cc1ccc(-n2nc(C)c3c2OC(N)=C(C#N)C3c2ccco2)cc1 (stereo not given)	-3	-2	31	13	-4.7	0.3	11	5	10
O=C(c1cccc(Cl)c1)C1CCCN(Cc2ccc(N3CCNC3=O)cc2)C1 (stereo not given)	1	-6	47	9	0.9	-0.6	4	-2	5
CCCCNC(=O)Oc1c(Br)cc2sc(=O)oc2c1Br	16	3	103*	7	0.1	0.6	11	1	9
CC(C)(C)C1CCc2c(C(=O)N/N=C/c3cccs3)csc2C1 (stereo not given)	-11	16	7	0	-0.8	0.5	28	5	37
CCOC(=O)N1CCN(c2ccc([N+](=O)[O-])cc2)CC1	-10	-3	25	10	-0.2	-0.8	6	-2	17
CC(C)Nc1c([N+](=O)[O-])c(=O)oc2ccccc12	-13	-5	-3	7	-0.7	-0.3	4	-3	24
CCOC(=O)c1c(C)n(C)c2ccc(OC)c(NC(=O)CCN3CCSCC3)c12	-6	1	16	8	-0.2	0.3	18	1	28
COc1cccc(C(=O)N2c3ccccc3Sc3ccccc32)c1	-3	-7	14	5	-1.1	0.1	4	-2	13
N#Cc1c(Cl)c(Cl)c2nnc(-c3ccc(Br)cc3)n2c1Cl	-16	-5	104*	118*	-3.5	0.0	1	-3	10
CN(C(=O)COc1ccc(C(C)(C)C)cc1)C1CCS(=O)(=O)C1 (stereo not given)	-3	-4	47	5	-0.7	0.0	-13	0	-14
COc1cc(C2NC(=O)NC(C)=C2C(=O)OCC2CCCO2)ccc1O (stereo not given)	0	-8	-6	5	-1.5	-0.4	0	-1	16
Cc1occc1C(=O)N/N=C/C(Br)=C\c1ccccc1	-45	-6	28	4	1.9	0.0	6	28*	27
CC(=O)Nc1nc(CC(C)C)cc(-c2ccco2)c1C#N	-16	4	2	5	-1.8	-0.5	10	-1	1
CC1=[N+](C)N(c2ccccc2)C(=O)C1N=Cc1ccccc1Cl (stereo not given)	-5	-3	-7	5	1.5	0.1	5	-2	11
COc1ccc(N/N=C(/Oc2ccc([N+](=O)[O-])cc2)C(C)=O)cc1	-7	9	-1	11	3.6	-1.5	16	1	6

# Reprinted from the part before: two compounds; new compounds follow.
SMILES	TbHK1 inh	FXIa inh 1536	CHOP inhibitor	EP2 antag	TNF death inh	L929 necroptosis	FXIIa inh 1536	Wee1 degr inh	PPC-1+TRAIL kill
CC1=[N+](C)N(c2ccccc2)C(=O)C1N=Cc1ccccc1Cl (stereo not given)	-5	-3	-7	5	1.5	0.1	5	-2	11
COc1ccc(N/N=C(/Oc2ccc([N+](=O)[O-])cc2)C(C)=O)cc1	-7	9	-1	11	3.6	-1.5	16	1	6
COc1cc(OC)cc(C(=O)N[C@H](C(=O)OCC(=O)c2ccc(F)cc2)C(C)C)c1	-7	-3	-11	6	1.3	0.0	10	1	-2
COc1ccc(S(=O)(=O)N(CCc2ccccc2)CC(=O)N2CCOCC2)cc1	-1	1	6	8	-0.4	-0.1	8	1	2
Cn1c(=O)c2cc3ccc(Cl)cc3nc2n(C)c1=O	-15	-6	21	4	-1.7	0.2	5	-1	-12
O=C(Nc1ccc2ccccc2c1)N1CCN(c2ncccc2C(F)(F)F)CC1	7	-4	53	10	-0.8	-0.2	9	-1	10
O=C(NCc1cccnc1)/C(=C/c1ccco1)NC(=O)c1ccccc1	-11	8	-9	15	-0.7	-0.3	20	0	0
Cc1noc(C)c1C(=O)Nc1ccccc1-c1ccccc1	7	-7	7	5	-0.9	0.2	-1	-2	25
CCC1Oc2ccc(C)cc2N(CC(=O)NCc2ccccc2OC)C1=O (stereo not given)	-4	4	26	7	-2.0	0.2	12	-1	30
C=CCc1c(C)nc2c(OC)cccc2c1Cl	3	-1	1	1	-1.7	0.0	3	-4	4
COC(=O)c1cc2c(ccn2-c2ccc(F)cc2)n1C(C)C	-5	1	2	7	-1.6	0.4	17	3	9
COc1cc(OC)c(/C=N/NC(=O)c2ccc(Cn3nc([N+](=O)[O-])cc3C)cc2)c(OC)c1	2	-4	21	14	2.5	1.3	-4	-3	-4
Cc1ccc(-n2cc(CNCC3CC(=O)N(C4CC4)C3)c(-c3cccc(C)c3)n2)cc1 (stereo not given)	-8	-3	5	0	0.2	1.8	6	2	15
CC1=CCC(C(=O)O)C(C(=O)Nc2ccc(-c3nc4ccc(C)cc4s3)cc2)C1 (stereo not given)	-16	-6	-43	10	0.7	-0.5	-9	-4	8
Cn1c(SCC(=O)N2CCCc3ccccc32)nc2cccnc21	-3	-4	8	10	-3.5	-0.2	7	-2	2
Cc1onc(-c2ccccc2)c1C(=O)Nc1ccc(N2CCOCC2)cc1	-1	0	21	11	-0.5	-0.3	0	0	5
O=C(CO/N=C/c1ccc(OC(F)F)cc1)NC1CCCCC1	1	0	7	6	1.9	9.5	6	-1	6
O=C(c1ccccc1Cl)N1CCCC(c2nc3c(nnn3Cc3ccccc3)c(=O)[nH]2)C1 (stereo not given)	5	1	7	8	-2.6	-0.4	15	-3	12
COc1ccc2nc(NC(=O)c3ccc(Br)s3)sc2c1	-16	-2	96*	24	1.4	0.3	5	2	8
COc1ccccc1-n1c(=S)[nH]c2c(sc(=S)n2-c2ccccc2C)c1=O	-14	0	-2	9	-2.1	0.9	11	3	-5
C=CCn1c(Cc2csc(N)n2)nnc1SCC(=O)OCC	1	-1	-29	4	-1.4	-0.8	15	1	10
CN1C(=O)/C(=C/c2ccccc2OCc2cccc(F)c2)N(C)C1=S	-9	1	32	11	-1.4	0.0	20	3	-8
CN(C)c1ccc(C(=O)NCC2CCCO2)cc1 (stereo not given)	-7	1	1	15	0.2	0.0	11	2	2
COC(=O)c1ccc(C(=O)OC)c(NC(=O)CSc2ccccn2)c1	-4	-2	12	6	0.2	1.2	2	-3	-8
O=C(O)C1Cc2ccccc2CN1S(=O)(=O)c1ccc(Cl)cc1 (stereo not given)	-4	-5	6	2	1.1	2.5	2	-2	18
OC(CNCc1ccccc1)(c1ccc(F)cc1)c1ccc(F)cc1	8	-2	68	6	1.4	1.8	9	5	-1
CC(C)CCCC(C)CCOC(=O)CN1CCCC1 (stereo not given)	4	8	6	5	1.1	-0.2	11	6	-2
O=C(CCn1c2c(c3ccccc31)CCCC2)NNC(=O)c1ccc(Cl)c([N+](=O)[O-])c1	-1	6	50	8	2.3	-0.4	11	5	4
CC1CC(C)CN(C(=O)c2ccc(C#N)cc2)C1 (stereo not given)	9	2	20	2	-0.1	0.0	8	3	6
NS(=O)(=O)c1ccc(CCNC(=O)c2cc(-c3cccs3)nc3ccccc23)cc1	-10	-7	11	5	-0.6	1.3	0	12*	15
CCOc1ccccc1C1C(C(=O)Nc2ccc(OC)cc2)=C(C)Nc2nc(CCCO)nn21 (stereo not given)	-4	3	12	7	0.3	0.1	16	-2	.
COc1ccccc1N1CCN(C(=O)CCn2c(=O)[nH]c3ccsc3c2=O)CC1	-4	10	26	10	-0.9	2.6	-5	0	6
CC(=O)c1ccc(NC(=O)C2(c3ccccc3)CCOCC2)cc1	-1	0	6	14	0.5	-0.1	8	1	3
CC1=C(C(=O)OCC2CCCO2)C(c2ccccc2)NC(=O)N1 (stereo not given)	-2	2	4	3	0.9	1.4	17	-2	18
COc1cccc(C(O)c2cnc(C(C)C)n2C)c1 (stereo not given)	-10	-3	8	10	0.6	1.0	6	1	17
CCc1c(C)nc2cc(-c3cc(OC)cc(OC)c3)nn2c1N1CCCC1	-6	1	92*	6	-0.7	0.6	-1	-5	-7
CC1CC(=O)Nc2ccccc2N1C(=O)Nc1ccc(F)cc1 (stereo not given)	-1	27	-18	1	0.4	0.1	11	0	13[5 µM]
COc1ccc(Br)cc1/C=N/NC(=O)c1ccco1	-17	-3	-6	11	-3.5	0.4	5	3	12
CC(C)(C)N(CC#CCC(O)(c1ccccc1)C1CCCC1)CCO (stereo not given)	6	-3	23	12	2.3	0.0	1	5	12
CC1CCN(S(=O)(=O)c2ccc3c(c2)CCN3C(=O)CCC(=O)O)CC1	-1	-11	15	6	1.2	1.7	3	3	13
COc1ccccc1CNC(=O)COC(=O)C1=COCCO1	5	3	20	16	-0.4	0.1	0	2	2
Clc1ccc(CONc2ncnc3nonc23)c(Cl)c1	-8	-2	60	3	1.3	6.5	8	5	.
Cc1cc(-c2cc(-c3ccc(Cl)cc3)nc(N)c2C#N)co1	-7	-3	106*	.	-1.1	0.1	4	2	27
CCCC(=O)NC(=S)Nc1ccc(N2CCOCC2)c(Cl)c1	31	-5	32	9	2.3	1.0	0	0	6
CCOC(=O)c1cccc(N2C(=O)C3C(C2=O)C2C=CC3C23CC3)c1 (stereo not given)	-4	-3	10	13	0.2	0.1	9	-2	-4
CCOc1ccc(/C=C/C(=O)Nc2ccc(C(N)=O)cc2)cc1OC	-7	7	23	5	0.8	1.2	9	4	24
O=C(O)C1Cc2ccccc2CN1C(=O)c1ccccc1Cl (stereo not given)	-2	2	17	15	-0.4	-0.3	16	-2	5
CCCCNC(=O)c1ccc(Cn2c(=S)[nH]c3c([nH]c4ccc(OC)cc43)c2=O)cc1	-8	5	105*	11	-0.4	1.0	4	2	17
COc1ccccc1N1CCN(Cc2nc(N)nc(Nc3ccccc3)n2)CC1	-8	3	20	12	-1.4	0.4	6	-1	4
CC(C)CN(/C=N/c1sc2c(c1C#N)CCCCC2)CC(C)C	-3	-15	74*	.	-1.6	-0.3	20	4	23
c1ccc(-c2nc(-c3ccco3)cs2)nc1	-10	3	2	14	-3.9	0.1	1	1	-8
COc1ccc(/C=N/NC(=O)CCn2cnc3ccccc32)cc1	-6	41*	-3	3	1.6	0.3	40*	2	6

# Later entries:
SMILES	TbHK1 inh	FXIa inh 1536	CHOP inhibitor	EP2 antag	TNF death inh	L929 necroptosis	FXIIa inh 1536	Wee1 degr inh	PPC-1+TRAIL kill
Cc1ccc(S(=O)(=O)N(Cc2ccc(Cl)cc2)c2ccccc2C(=O)NCc2ccco2)cc1	4	1	14	11	-1.9	-0.4	5	0	1
O=[N+]([O-])c1ccc(/C=N/n2c(C3CCCCC3)n[nH]c2=S)cc1	2	9	105*	4	-3.9	0.3	17	1	7
CC(=O)NCCOc1c(C)cc(S(N)(=O)=O)cc1C	-1	0	6	9	1.0	1.6	28	-2	12
C=C(C)Cn1c(SCC(=O)N/N=C/c2ccccc2OCC(=O)O)nnc1-c1ccc(Br)cc1	-17	1	-11	4	1.9	0.3	5	4	6
COc1ccc(C)cc1NC(=O)c1ccc(NC(=O)CC2SC(N3CCCC3)=NC2=O)cc1 (stereo not given)	-4	-4	14	12	-1.6	0.5	-8	0	7
